Screening results as filed in PubChem BioAssay.
Peg3 prom inh = inhibitors of Peg3 promoter; actives 1.7% (n = 360,000); HeLa PEG-Prom luciferase reporter, luminescence, overnight; inhibition, % at 20 µM;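 active = inhibition of at least 50% at 20 µM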
KKLEB cytotox = reduces viability of KKLEB cystic fibrosis airway cells; KKLEB CF airway cells viability, ATPlite luminescence, overnight; hits give low values; cells stimulated with P. aeruginosa culture filtrate; activity change (cytotoxicity), % at 5 µM; actives 0.36% (n = 360,000); AID 602141;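 active = corrected activity change at or below -50% at 5 µM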
Shn3 3UTR inh = reduces Shn3 3'UTR luciferase signal in osteoblasts | Clone20 osteoblast Shn3 3'UTR firefly luciferase, 24 h | inhibition, % at 12.5 µM | actives 0.52% (n = 360,000) | AID 588674;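 active = mean inhibition of at least 75% with every replicate also reaching 75%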;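 also: 0% = median of neutral control wells and 100% = pilot-screen positive control compound; some compounds past the cut are filed as inactive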
C8 TRAIL sens = caspase-8 TRAIL sensitization | NB7+C8 cells + TRAIL, ATPlite viability luminescence | inhibition (viability loss, TRAIL sensitization), % at 10 µM | actives 1% (n = 360,000) | AID 624354;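 active = compounds causing at least 50% loss of cell viability in the single-dose screen, relative to plate controls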
TWEAK Fn14 block = blocks TWEAK-Fn14 interaction in a reporter cell assay. TWEAK-stimulated Fn14 reporter cells, luciferase luminescence, 8 h. inhibition, % at 10 µM. actives 2% (n = 360,000). AID 1159606; in the data active = inhibition above about 50%
NR2E3 ag-1 = human photoreceptor-specific nuclear receptor agonism; Q9Y5X4; actives 0.35% (n = 360,000); inhibition of corepressor binding, % at 3.98 µM; AID 602229; CHO-S Gal4-NCOR/VP16-NR2E3 two-hybrid, luciferase;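 active = inhibition above the mean of all tested compounds plus 3 SD, cut at about 70% in these data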;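 also: 0% = DMSO with NR2E3 transfected cells and 100% = cells lacking NR2E3 construct; higher means lower luciferase signal from less NR2E3 corepressor binding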
Target sequence (Q9Y5X4 whole entry, looked up, the tested form may be a part): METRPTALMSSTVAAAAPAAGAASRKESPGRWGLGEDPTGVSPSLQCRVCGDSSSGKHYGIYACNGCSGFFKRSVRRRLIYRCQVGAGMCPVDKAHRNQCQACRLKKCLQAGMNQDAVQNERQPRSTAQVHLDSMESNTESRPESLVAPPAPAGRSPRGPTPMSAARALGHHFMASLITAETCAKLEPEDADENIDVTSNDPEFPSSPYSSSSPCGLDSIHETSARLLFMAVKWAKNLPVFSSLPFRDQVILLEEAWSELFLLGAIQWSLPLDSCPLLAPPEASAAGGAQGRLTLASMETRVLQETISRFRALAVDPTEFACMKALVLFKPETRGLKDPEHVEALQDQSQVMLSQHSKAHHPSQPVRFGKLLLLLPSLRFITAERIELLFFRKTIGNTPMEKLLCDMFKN
TROY NFkB inh = TROY signaling inhibition; actives 0.98% (n = 360,000); inhibition, % at 10 µM; AID 1347056; Q293 LMP1-TROYcd NF-kB luciferase reporter, 4 h;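 active = compounds whose plate-normalised and pattern-corrected inhibition of the luciferase reporter signal at the single screening dose is 50% or more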
HIF-2a inh = inhibitors of HIF-2a. inhibition, % at 18.8 µM. actives 0.72% (n = 360,000). AID 624352. 786-0 RCC cells HIF-2a reporter, luciferase luminescence, overnight;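 active = inhibition of the luminescence signal of 40% or more relative to plate controls, in a single-dose primary screen at 18.75 µM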
MITF TRPM1 inh = inhibitors of MITF-driven TRPM1 promoter in melanoma cells; SK-MEL-5 TRPM1 promoter luciferase, 24 h; inhibition, % at 12.5 µM; actives 0.83% (n = 330,000); AID 488899;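 active = mean inhibition across replicates of 60% or more, whatever share of single replicates reaches that level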; also: values of inactives mirror those of a sister screen read the other way
NR2E3 ag-2 = NR2E3 (human) agonism | actives 0.12% (n = 320,000) | Q9Y5X4 | GST-NR2E3/biotin-RetCOR TR-FRET, 1536-well | AID 2300 | inhibition of corepressor binding, % at 4.78 µM;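 active = percent inhibition above the cutoff of mean plus 3 SD of all tested compounds, set per screening campaign, cut at about 20% in these data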;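 also: 0% = DMSO wells and 100% = biotin wells as full block of FRET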
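Material – GST-tagged NR2E3 plus biotinylated RetCOR corepressor · Quantity – NR2E3 fusion 1.35 nM · Times – 5 h incubation at 4 °C · Medium – pH 7.5 Tris-based buffer · Technique – TR-FRET, Eu(K)-anti-GST donor, streptavidin-D2 acceptor, ex 340, em 617/671 nm · Benchmarks – high control biotin, low control 0.6% DMSO · Format – 1536-well plates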
CF NFkB block = inhibitors of cystic fibrosis induced NF-kB. KKLEB NF-kB-GFP reporter, PAF-induced, GFP fluorescence overnight. inhibition, % at 5 µM. actives 0.86% (n = 360,000). AID 588850;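 active = at least 50% inhibition at 5 µM, scaled per plate between neutral and stimulator controls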;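 also: PAF is a Pseudomonas aeruginosa culture filtrate used as stimulus; plate controls were PAF-stimulated DMSO wells for no effect and unstimulated DMSO wells for full effect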
* = called active by the depositor. The list is partial; rates above refer to the full screens.

Cc1ccc2sc(N3CCN(CCNC(=O)c4ccco4)CC3)nc2c1C was read as Peg3 prom inh 2, KKLEB cytotox -14, Shn3 3UTR inh 8, C8 TRAIL sens 0, TWEAK Fn14 block -5, NR2E3 ag-1 7, TROY NFkB inh -12, HIF-2a inh -28, MITF TRPM1 inh 3, NR2E3 ag-2 -4 and CF NFkB block -1.
Screening CCOC(=O)c1ccccc1NC(=O)COC(=O)c1c(CC)noc1C returned Peg3 prom inh 16, KKLEB cytotox 8, Shn3 3UTR inh 9, C8 TRAIL sens -6, TWEAK Fn14 block -22, NR2E3 ag-1 8, TROY NFkB inh -5, HIF-2a inh 3, MITF TRPM1 inh -3, NR2E3 ag-2 3 and CF NFkB block 10.
CSC(=S)N/N=C/c1ccc(N(C)C)cc1 was read as Peg3 prom inh -135, KKLEB cytotox 11, Shn3 3UTR inh -41, C8 TRAIL sens 5, TWEAK Fn14 block 7, NR2E3 ag-1 -35, TROY NFkB inh -31, HIF-2a inh -93, MITF TRPM1 inh -20, NR2E3 ag-2 0 and CF NFkB block -16.
For COc1ccc(N2CCN(C(=O)CSc3nnnn3C3CC3)CC2)cc1 the results were Peg3 prom inh 0, KKLEB cytotox -4, Shn3 3UTR inh 0, C8 TRAIL sens -9, TWEAK Fn14 block 6, NR2E3 ag-1 -8, TROY NFkB inh -7, HIF-2a inh -1, MITF TRPM1 inh 19, NR2E3 ag-2 1 and CF NFkB block -9.
For CC1CCN(CC(C)OC(=O)c2ccco2)CC1 (stereo unspecified) the results were Peg3 prom inh -6, KKLEB cytotox 2, Shn3 3UTR inh 6, C8 TRAIL sens -6, TWEAK Fn14 block 8, NR2E3 ag-1 -1, TROY NFkB inh -3, HIF-2a inh -5, MITF TRPM1 inh -9, NR2E3 ag-2 5 and CF NFkB block 7.
CC1(c2ccc3ccccc3c2)NC(=O)N(CC(=O)NCc2cccs2)C1=O (stereo unspecified) was read as Peg3 prom inh 17, KKLEB cytotox 3, Shn3 3UTR inh -12, C8 TRAIL sens 0, TWEAK Fn14 block 0, NR2E3 ag-1 -16, TROY NFkB inh -9, HIF-2a inh 15, MITF TRPM1 inh 11, NR2E3 ag-2 -1 and CF NFkB block 0.
Screening O=C(NCC1CCCO1)C(=O)c1c[nH]c2ccccc12 (stereo unspecified) returned Peg3 prom inh -104, KKLEB cytotox 17, Shn3 3UTR inh -46, C8 TRAIL sens 1, TWEAK Fn14 block -6, NR2E3 ag-1 -34, TROY NFkB inh -57, HIF-2a inh -131, MITF TRPM1 inh -31, NR2E3 ag-2 2 and CF NFkB block -17.
`S=C(Nc1ccc(Cl)cc1)c1sc(N2CCCCC2)nc1N1CCOCC1` gave Peg3 prom inh 6, KKLEB cytotox -17, Shn3 3UTR inh -2, C8 TRAIL sens 13, TWEAK Fn14 block -11, NR2E3 ag-1 -17, TROY NFkB inh -1, HIF-2a inh 16, MITF TRPM1 inh 12, NR2E3 ag-2 1 and CF NFkB block 8.
For O=C(O)Cn1cnc2sc3c(c2c1=O)CCCC3 the results were Peg3 prom inh -16, KKLEB cytotox -3, Shn3 3UTR inh -6, C8 TRAIL sens -2, TWEAK Fn14 block 1, NR2E3 ag-1 -16, TROY NFkB inh 11, HIF-2a inh -9, MITF TRPM1 inh 0, NR2E3 ag-2 4 and CF NFkB block -4.
`CC(=O)c1sc(NC(=O)c2ccc(Cl)cc2)nc1C` gave Peg3 prom inh -138, KKLEB cytotox -3, Shn3 3UTR inh -27, C8 TRAIL sens 8, TWEAK Fn14 block -16, NR2E3 ag-1 -47, TROY NFkB inh -36, HIF-2a inh -116, MITF TRPM1 inh -89, NR2E3 ag-2 4 and CF NFkB block 1.
Screening COC(=O)[C@]12CCCCC=C1N(Cc1ccc(Cl)cc1Cl)C(=O)[C@H](CC(=O)N1CCSCC1)C2 returned C8 TRAIL sens 0, TWEAK Fn14 block 6, NR2E3 ag-1 -33, TROY NFkB inh 10 and HIF-2a inh -9.
Screening CN(C)c1nc(C(=O)OCCO)nc(N(C)C)n1 returned Peg3 prom inh -1, KKLEB cytotox 2, Shn3 3UTR inh -1, C8 TRAIL sens -2, TWEAK Fn14 block -11, NR2E3 ag-1 4, TROY NFkB inh -9, HIF-2a inh 18, MITF TRPM1 inh 4, NR2E3 ag-2 1 and CF NFkB block 6.
For COc1ccc(-n2c(C)cc(C(=O)CN3C(=O)NC4(CCc5ccccc54)C3=O)c2C)cc1 (stereo unspecified) the results were Peg3 prom inh 20, KKLEB cytotox -12, Shn3 3UTR inh 79, C8 TRAIL sens 10, TWEAK Fn14 block 15, NR2E3 ag-1 10, TROY NFkB inh -19, HIF-2a inh 12, MITF TRPM1 inh 12, NR2E3 ag-2 4 and CF NFkB block -2.
`O=[N+]([O-])c1cc(C(F)(F)F)ccc1NCCc1c[nH]c2ccccc12` gave Peg3 prom inh -27, KKLEB cytotox 7, Shn3 3UTR inh 13, C8 TRAIL sens 10, TWEAK Fn14 block 9, NR2E3 ag-1 -21, TROY NFkB inh 29, HIF-2a inh -112, MITF TRPM1 inh -4, NR2E3 ag-2 -1 and CF NFkB block -18.
For Cc1cc(C(F)F)nn1CC(=O)NC1C(=O)N2C(C(=O)O)=C(CSc3nnnn3C)CSC12 (stereo unspecified) the results were Peg3 prom inh 4, KKLEB cytotox 4, Shn3 3UTR inh 56, C8 TRAIL sens 3, TWEAK Fn14 block 0, NR2E3 ag-1 15, TROY NFkB inh -2, HIF-2a inh 9, MITF TRPM1 inh -12, NR2E3 ag-2 1 and CF NFkB block -6.
For COc1ccc(/C=C/C(=O)Nc2cc(S(=O)(=O)N3CCCCC3)ccc2N2CCCCC2)cc1OC the results were Peg3 prom inh 17, KKLEB cytotox 20, Shn3 3UTR inh 17, C8 TRAIL sens -6, TWEAK Fn14 block -10, NR2E3 ag-1 -32, TROY NFkB inh -1, HIF-2a inh 4, MITF TRPM1 inh 4, NR2E3 ag-2 4 and CF NFkB block -13.
For CNc1nc(C)c(C#N)c(-c2ccccc2)c1C(C)=O the results were Peg3 prom inh 13, KKLEB cytotox -14, Shn3 3UTR inh 12, C8 TRAIL sens 10, TWEAK Fn14 block 14, NR2E3 ag-1 -5, TROY NFkB inh 4, HIF-2a inh 16, MITF TRPM1 inh 7, NR2E3 ag-2 0 and CF NFkB block 25.
For Cc1c(NC(=O)CSc2ccc(Cl)cc2)cccc1-c1nc2ncccc2o1 the results were Peg3 prom inh 11, KKLEB cytotox 7, Shn3 3UTR inh 3, C8 TRAIL sens -25, TWEAK Fn14 block 43, NR2E3 ag-1 -23, TROY NFkB inh 47, HIF-2a inh -15, MITF TRPM1 inh -1, NR2E3 ag-2 0 and CF NFkB block -26.
Cc1ccc(CN2CCN(Cc3ccc4ncccc4c3)CC2CCO)cc1 (stereo unspecified) was read as Peg3 prom inh 15, KKLEB cytotox 4, Shn3 3UTR inh 8, C8 TRAIL sens 1, TWEAK Fn14 block -4, NR2E3 ag-1 1, TROY NFkB inh 10, HIF-2a inh 15, MITF TRPM1 inh 0, NR2E3 ag-2 0 and CF NFkB block 14.
Screening O=C(Nc1ccccc1)OC1CCCCc2cccnc21 (stereo unspecified) returned Peg3 prom inh -22, KKLEB cytotox 5, Shn3 3UTR inh -12, C8 TRAIL sens -4, TWEAK Fn14 block 5, NR2E3 ag-1 1, TROY NFkB inh -19, HIF-2a inh -56, MITF TRPM1 inh -3, NR2E3 ag-2 0 and CF NFkB block -2.

The list goes on, overlapping the part above by 3 compounds.
For Cc1c(NC(=O)CSc2ccc(Cl)cc2)cccc1-c1nc2ncccc2o1 the results were Peg3 prom inh 11, KKLEB cytotox 7, Shn3 3UTR inh 3, C8 TRAIL sens -25, TWEAK Fn14 block 43, NR2E3 ag-1 -23, TROY NFkB inh 47, HIF-2a inh -15, MITF TRPM1 inh -1, NR2E3 ag-2 0 and CF NFkB block -26.
Cc1ccc(CN2CCN(Cc3ccc4ncccc4c3)CC2CCO)cc1 (stereo unspecified) was read as Peg3 prom inh 15, KKLEB cytotox 4, Shn3 3UTR inh 8, C8 TRAIL sens 1, TWEAK Fn14 block -4, NR2E3 ag-1 1, TROY NFkB inh 10, HIF-2a inh 15, MITF TRPM1 inh 0, NR2E3 ag-2 0 and CF NFkB block 14.
Screening O=C(Nc1ccccc1)OC1CCCCc2cccnc21 (stereo unspecified) returned Peg3 prom inh -22, KKLEB cytotox 5, Shn3 3UTR inh -12, C8 TRAIL sens -4, TWEAK Fn14 block 5, NR2E3 ag-1 1, TROY NFkB inh -19, HIF-2a inh -56, MITF TRPM1 inh -3, NR2E3 ag-2 0 and CF NFkB block -2.
CCc1ccc(NC(=O)C(=O)NCc2ccccn2)cc1 was read as Peg3 prom inh -227, KKLEB cytotox 2, Shn3 3UTR inh -65, C8 TRAIL sens 6, TWEAK Fn14 block -21, NR2E3 ag-1 -24, TROY NFkB inh -26, HIF-2a inh -199, MITF TRPM1 inh -57, NR2E3 ag-2 4 and CF NFkB block 12.
`NC(=O)C(Cc1ccccc1)N1C(=O)c2ccccc2C1=O` (stereo unspecified) gave Peg3 prom inh 7, KKLEB cytotox -7, Shn3 3UTR inh -1, C8 TRAIL sens -22, TWEAK Fn14 block 0, NR2E3 ag-1 15, TROY NFkB inh -7, HIF-2a inh 16, MITF TRPM1 inh 3, NR2E3 ag-2 -2 and CF NFkB block 7.
COc1ccccc1C(=O)N1CC2(C)CC1CC(C)(C)C2 (stereo unspecified) was read as Peg3 prom inh 22, KKLEB cytotox 13, Shn3 3UTR inh 20, C8 TRAIL sens -13, TWEAK Fn14 block 1, NR2E3 ag-1 -29, TROY NFkB inh 2, HIF-2a inh 13, MITF TRPM1 inh -2, NR2E3 ag-2 2 and CF NFkB block -2.
CC[C@]12c3[nH]c4cc(CCC(=O)N(C)C)ccc4c3CCN1C(=O)[C@@H](CC(=O)NCC13CC4CC(CC(C4)C1)C3)C[C@@H]2C(=O)N1CCN(C(=O)c2ccco2)CC1 was read as Peg3 prom inh -10, KKLEB cytotox 11, Shn3 3UTR inh 32, C8 TRAIL sens 2, TWEAK Fn14 block 96*, NR2E3 ag-1 3, TROY NFkB inh -2, HIF-2a inh -22, MITF TRPM1 inh 4 and CF NFkB block -113.
For COc1ccc(Cn2c(CCC(=O)O)nc3cccnc32)cc1 the results were Peg3 prom inh -5, KKLEB cytotox 0, Shn3 3UTR inh -4, C8 TRAIL sens -8, TWEAK Fn14 block 16, NR2E3 ag-1 -4, TROY NFkB inh 29, HIF-2a inh -6, MITF TRPM1 inh 2, NR2E3 ag-2 4 and CF NFkB block 4.
For COC(=O)N/N=C(\C)c1ccco1 the results were Peg3 prom inh -4, KKLEB cytotox -3, Shn3 3UTR inh 10, C8 TRAIL sens -5, TWEAK Fn14 block -16, NR2E3 ag-1 10, TROY NFkB inh -22, HIF-2a inh 9, MITF TRPM1 inh 6, NR2E3 ag-2 1 and CF NFkB block -3.
